Screening data (PubChem BioAssay)
M1 ag = agonists of human M1 muscarinic receptor | P11229 | CHO-K1 hM1, Fluo-8 calcium fluorescence, agonist mode; 0% DMSO, 100% acetylcholine EC100 | activation, % at 3 µM | 360,000 compounds, 0.33% hits | AID 588814;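 active = activation above the run's mean compound activation plus 3 SD, cut at about 16% in these data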;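 also: peak over basal fluorescence ratio within a 140 s kinetic read after compound addition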
CHRM4 agonist = agonists of human muscarinic M4 receptor (CHRM4); P08173; CHO-K1 hM4/Gqi5, Fluo-8 calcium fluorescence; vehicle 0%, full acetylcholine response 100%; activation, % at 3 µM; 360,000 compounds, 0.14% hits; AID 624127;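 active = activation above the run mean over all test wells plus 3 SD, cut at about 32% in these data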;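 also: peak over basal fluorescence ratio per well then scaled between controls; 0% = DMSO wells and 100% = acetylcholine at EC100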
Target sequence (P08173 whole entry, looked up): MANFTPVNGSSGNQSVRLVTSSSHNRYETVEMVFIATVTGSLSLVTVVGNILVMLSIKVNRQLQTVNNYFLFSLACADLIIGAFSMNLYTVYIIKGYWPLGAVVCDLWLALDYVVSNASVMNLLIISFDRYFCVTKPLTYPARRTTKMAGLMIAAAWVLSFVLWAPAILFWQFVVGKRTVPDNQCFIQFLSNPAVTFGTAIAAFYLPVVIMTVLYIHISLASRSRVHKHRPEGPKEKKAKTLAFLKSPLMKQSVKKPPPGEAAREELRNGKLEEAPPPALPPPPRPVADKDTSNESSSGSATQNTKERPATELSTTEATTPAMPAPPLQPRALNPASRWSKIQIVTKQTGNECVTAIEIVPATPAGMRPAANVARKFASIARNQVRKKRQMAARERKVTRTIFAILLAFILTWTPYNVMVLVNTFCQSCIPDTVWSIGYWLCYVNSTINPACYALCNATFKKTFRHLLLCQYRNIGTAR
M1 PAM = positive allosteric modulators of human M1 muscarinic receptor; CHO-K1 hM1, Fluo-8 calcium fluorescence, ACh EC20; 0% = ACh EC20, 100% = maximal ACh; activation, % at 3 µM; 360,000 compounds, 0.088% hits; in the data active = activation above about 19%, passing the limit was not always enough
M5 antag = antagonists of human muscarinic M5 receptor (CHRM5). AID 624040. inhibition, % at 3 µM. 360,000 compounds, 0.59% hits. CHO-hM5 cells, Fluo-8 calcium fluorescence, ACh EC80;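 active = inhibition above a per-plate cutoff, the mean of that plate's test compounds plus 3 SD, cut at about 27% in these data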;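 also: 0% = acetylcholine EC80 with DMSO and 100% = DMSO without agonist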
Target sequence (P08912 whole entry, looked up): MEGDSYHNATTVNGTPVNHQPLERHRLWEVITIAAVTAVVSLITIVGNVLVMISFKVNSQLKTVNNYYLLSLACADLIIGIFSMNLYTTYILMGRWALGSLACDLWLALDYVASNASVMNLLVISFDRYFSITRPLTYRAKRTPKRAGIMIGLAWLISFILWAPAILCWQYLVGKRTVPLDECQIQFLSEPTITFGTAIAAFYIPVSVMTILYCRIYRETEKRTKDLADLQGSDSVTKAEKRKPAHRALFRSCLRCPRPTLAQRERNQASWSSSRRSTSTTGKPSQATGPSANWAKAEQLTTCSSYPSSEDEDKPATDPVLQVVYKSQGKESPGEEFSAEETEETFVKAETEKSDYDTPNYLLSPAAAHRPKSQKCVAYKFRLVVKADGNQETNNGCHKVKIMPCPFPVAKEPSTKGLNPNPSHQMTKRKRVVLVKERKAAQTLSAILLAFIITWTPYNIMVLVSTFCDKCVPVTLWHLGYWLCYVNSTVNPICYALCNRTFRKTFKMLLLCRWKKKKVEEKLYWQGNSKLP
CHRM5 agonist = CHRM5 agonism in calcium assay | P08912 | activation, % at 3 µM | 360,000 compounds, 0.19% hits | CHO-K1 hM5 cells, Fluo-8 calcium fluorescence; 0% DMSO wells, 100% maximal acetylcholine response;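 active = activation above the run's mean over test compounds plus 3 SD, cut at about 23% in these data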;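 also: signal is peak over basal fluorescence ratio across the kinetic read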
CHRM5 PAM = positive allosteric modulators of human muscarinic M5 receptor | P08912 | CHO-K1 hM5, Fluo-8 calcium, ACh EC20 PAM; 0% = ACh EC20, 100% = ACh EC100 | activation, % at 3 µM | 360,000 compounds, 0.3% hits | AID 624038;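 active = activation above the run cutoff, the mean activation of all test compounds plus 3 SD, cut at about 18% in these data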
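System: CHO-K1 hM5 cells. Reagent: acetylcholine, EC20 level. Compound dosing: single dose, 3 µM nominal final test concentration. Timing: Post-acetylcholine fluorescence recording 140 s. Detection: Fluo-8 calcium fluorescence. Read-out: % activation, ACh-normalized. Benchmarks: ACh EC20 and EC100 wells. Repeats: singlicate, one well per test compound.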
CHRM1 antagonist = human CHRM1 antagonism; inhibition, % at 3 µM; CHO-K1 hM1, Fluo-8 calcium fluorescence, ACh EC80 antagonist; P11229; 360,000 compounds, 1.3% hits;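 active = percent inhibition above its own plate's cutoff, namely the mean of that plate's compound wells plus 3 SD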;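 also: peak over basal fluorescence ratio during 140 s after agonist addition; 0% = ACh EC80 plus DMSO and 100% = DMSO alone without agonist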
TAAR1 ag = agonists of human TAAR1; 360,000 compounds, 0.99% hits; Q96RJ0; activation, % at 3 µM; CHO RD-HGA16 TAAR1, Fluo-8 calcium fluorescence; vehicle wells 0%, saturating PEA agonist 100%;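 active = activation above the mean activation of all test compounds in the run plus 3 SD, cut at about 38% in these data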
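test system = CHO RD-HGA16 cells carrying human TAAR1 plus Gα16 | schedule = 17-24 h seeding, 75 min 37 °C dye, 30 min RT | compound dosing = 3 µM single concentration | control set = DMSO and PEA EC100 | replicates = n 1 | signal = Fluo-8 fluorescence, 5 s baseline then 140 s kinetic read | measure = percent activation vs PEA EC100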
M4 antag = antagonists of human muscarinic M4 receptor (CHRM4) | CHO-hM4 cells, ACh EC80, Fluo-8 calcium fluorescence | 360,000 compounds, 0.73% hits | P08173 | inhibition, % at 3 µM | AID 624125;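 active = inhibition above its plate's cutoff, the mean inhibition of sample wells plus 3 SD, cut at about 27% in these data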;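 also: 0% = acetylcholine EC80 with DMSO and 100% = DMSO without agonist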
* = called active by the depositor; · = no result given.

SMILES	M1 ag	CHRM4 agonist	M1 PAM	M5 antag	CHRM5 agonist	CHRM5 PAM	CHRM1 antagonist	TAAR1 ag	M4 antag
Cc1cc(Br)ccc1NC(=O)CNC(=O)c1ccc(-n2cncn2)c([N+](=O)[O-])c1	-6	1	7	0	-3	7	-3	2	-15
Cc1ccc(S(=O)(=O)N2CCCN(C(=O)CNC(=O)c3ccccc3)CC2)cc1	-3	2	3	-10	-1	0	-6	-1	6
COc1ccc(CCNC(=O)c2cc3c(=O)n4ccccc4nc3n(CCCN3CCOCC3)c2=N)cc1	-5	4	8	-1	-4	2	-10	2	-6
Cc1ccc(-c2ccc(C3=CC(=O)CC(C)(C)C3=O)cc2)cc1	-2	1	-2	-6	3	1	-2	0	-7
COC(=O)[C@@]12C[C@@H](CC(=O)N3CCOCC3)C(=O)N(Cc3ccc4c(c3)OCO4)C1=CCC(C)(C)C2	·	3	·	8	1	0	·	1	2
C[C@H]1CN([C@@H](C)CO)C(=O)CCCn2nncc2CO[C@H]1CN(C)C(=O)Nc1cccc(Oc2ccccn2)c1	-4	0	-2	0	2	3	-7	0	0
Cc1cc2cc(CNC(=O)Nc3cccc(Cl)c3)ccc2n1C	0	4	3	2	1	-1	3	4	2
CCOc1ccc(NS(=O)(=O)c2cc(C(=O)NCCCN3CCOCC3)ccc2C)cc1	-4	1	4	13	-3	-6	2	1	-8
COC(=O)c1cc(-c2ccccc2)n[nH]1	-2	-1	-3	1	-4	-1	5	1	8
Cc1ccc(S(=O)(=O)N2CCOCC2)cc1C(=O)Nc1ccccc1N1CCOCC1	-5	2	6	-4	0	1	-7	-3	-21
CCn1c(SCC(=O)N2CCCCC2)nc(O)cc1=O	1	0	4	-1	0	2	-15	10	-12
Cn1c(=O)c2c(ncn2CC(=O)OCC(=O)NCCc2ccccc2)n(C)c1=O	0	2	5	6	1	-5	-5	2	-9
CCOC(=O)N1CCC(N2CCCC(CO)(Cc3cccc(OC)c3)C2)CC1 (stereo unspecified)	-12	1	-15	0	-10	1	13	3	1
Cc1onc(-c2ccccc2Cl)c1-c1nc(-c2ccncc2)no1	-2	0	4	-5	-3	-6	-2	11	-14
O=C1NC(=O)c2c(NC(=O)C3CCCO3)cccc21 (stereo unspecified)	1	1	8	10	0	-10	9	8	-1
CSc1ccc(CN2C(=O)NC3(CCCCC3)C2=O)cc1	-6	2	9	2	-3	1	-6	1	3
Cc1c(Br)c([N+](=O)[O-])nn1C(C)C(=O)N1CCCc2ccccc21 (stereo unspecified)	-9	1	1	5	-2	-5	-2	5	-3
CN(c1ccc(C(=O)Nc2cccnc2)cc1)S(=O)(=O)c1ccccc1	-3	4	5	8	3	-4	-8	1	17
CCCCCCc1c(C)c2ccc(OCC(=O)N[C@@H](Cc3ccccc3)C(=O)O)cc2oc1=O	-6	-1	5	4	2	1	-12	-1	4
O=C(NCc1ccccc1)c1n[nH]nc1-c1ccccc1O	3	2	10	2	6	-5	1	6	0
CC(C(=O)OCC(=O)c1cccc([N+](=O)[O-])c1)N1C(=O)C2C3C=CC(C3)C2C1=O (stereo unspecified)	-1	3	4	11	-2	-3	-11	0	-12
COc1cc(CC(=O)OCC(=O)NC2CCCCC2C)cc(OC)c1OC (stereo unspecified)	-2	1	6	4	7	1	-8	5	-7
Cc1c(Cl)cccc1NC(=O)CN1CCN(CCN=CC2=C(O)CC(c3ccccc3)CC2=O)CC1 (stereo unspecified)	-4	21	-15	8	4	-17	10	4	3
CC[C@@]1(C(=O)OC)N[C@H](CN(C)S(=O)(=O)c2ccc(C(C)(C)C)cc2)[C@@H]2C(=O)N(Cc3ccccc3)C(=O)[C@@H]21	-1	0	10	6	1	0	-11	1	-2
Cc1cnc(C(=O)Oc2ccc(-c3ccccc3)cc2)cn1	-5	2	7	18	-1	-5	-3	-2	4

Another view of five compounds above:
Results follow in this order: M1 ag	CHRM4 agonist	M1 PAM	M5 antag	CHRM5 agonist	CHRM5 PAM	CHRM1 antagonist	TAAR1 ag	M4 antag
- CSc1ccc(CN2C(=O)NC3(CCCCC3)C2=O)cc1
→ -6	2	9	2	-3	1	-6	1	3
- Cc1c(Br)c([N+](=O)[O-])nn1C(C)C(=O)N1CCCc2ccccc21 (stereo unspecified)
→ -9	1	1	5	-2	-5	-2	5	-3
- CN(c1ccc(C(=O)Nc2cccnc2)cc1)S(=O)(=O)c1ccccc1
→ -3	4	5	8	3	-4	-8	1	17
- CCCCCCc1c(C)c2ccc(OCC(=O)N[C@@H](Cc3ccccc3)C(=O)O)cc2oc1=O
→ -6	-1	5	4	2	1	-12	-1	4
- O=C(NCc1ccccc1)c1n[nH]nc1-c1ccccc1O
→ 3	2	10	2	6	-5	1	6	0

Continuation.
SMILES	M1 ag	CHRM4 agonist	M1 PAM	M5 antag	CHRM5 agonist	CHRM5 PAM	CHRM1 antagonist	TAAR1 ag	M4 antag
CCOc1ccc(NC(=O)c2ccc(NC(=O)c3cn4c5c(c(N6CCN(C)CC6)c(F)cc5c3=O)OCC4C)cc2)cc1 (stereo unspecified)	-1	1	3	5	-4	-10	-10	3	-4
NC(=O)C(c1ccc(Cl)cc1)c1ncc(C(F)(F)F)cc1Cl (stereo unspecified)	0	1	4	-5	-4	4	-2	2	-5
Cc1ccccc1C1(CCN2CCCCC2)CCOC(C)(C)C1 (stereo unspecified)	-13	0	-26	26	-8	-18	52*	4	18
Cc1ccc(S(=O)(=O)CCc2nnc(NC(=O)c3cnccn3)s2)cc1	-3	0	-7	-5	-1	-2	11	6	4
Cc1cc(Br)ccc1OCCCCNCCO	-6	7	3	-5	-2	5	-5	4	-5
NS(=O)(=O)c1ccccc1NC(=S)Nc1ccccc1S(N)(=O)=O	-3	0	5	3	-3	3	-4	3	-5
Cc1ccc(-c2cc(-c3ccccc3)no2)cc1	1	2	9	15	-2	-3	6	21	-9
Cc1nc2ccccc2n1CC(O)Cn1c(C(F)(F)F)nc2ccccc21 (stereo unspecified)	-4	1	3	3	-9	0	-19	2	-3
CC(C)(C)c1ccc(S(=O)(=O)CCc2ccccn2)cc1	-3	3	2	3	1	-5	-5	5	4
COc1cc(C(=O)Nc2ccc(N3CCN(C(=O)c4ccc(C)cc4)CC3)cc2)cc(OC)c1OC	-3	10	2	-5	0	-3	-2	3	-6
Cc1ccc2nc(SCC(=O)Nc3cc(C)on3)c(C)cc2c1	-2	1	-4	22	-4	-9	12	2	-3
COc1ccc(Cn2c(C3CC3)nc3ccc(NC(C)=O)cc3c2=O)cc1	-1	4	2	1	-1	-8	0	6	-8
COc1ccccc1C(=O)NCCC(=O)NNC(=O)c1ccccc1O	-2	0	0	4	2	-4	0	2	6
O=C1COc2ccc(C(=O)COC(=O)CCc3ccc(S(=O)(=O)N4CCOCC4)cc3)cc2N1	1	16	-4	3	7	-14	6	19	1
Cc1ccc(C(=O)Nc2ccc3c(c2)C(=O)NC3=O)cc1	1	0	7	4	1	-4	-9	2	2
CC(OC(=O)CN1C(=O)NC2(CCCC2)C1=O)C(=O)Nc1cccc(Cl)c1Cl (stereo unspecified)	-4	3	10	2	1	0	-19	2	-1
O=C(O)c1cc(S(=O)(=O)Nc2cccc(S(=O)(=O)N3CCCC3)c2)ccc1Cl	0	0	13	1	2	-2	-4	3	-15
Cc1ccc(C(C)C)cc1S(=O)(=O)NCc1ccccn1	-2	1	2	-3	0	-5	-7	7	-3
CN(C)S(=O)(=O)c1cccc(NC(=O)CNCc2ccccn2)c1	-3	2	5	8	-4	3	-8	0	5
Cc1cccc(-c2nnc(SCC3CNC(=O)O3)n2-c2ccc(Cl)cc2)c1 (stereo unspecified)	-6	1	2	2	-3	-2	-3	2	-6
CC(=O)Nc1ccc(SCC(=O)c2ccc(Br)s2)cc1	-1	4	3	0	-1	2	11	3	-5
CC(OC(=O)/C=C/c1ccc2ccccc2n1)C(=O)Nc1ccc(S(N)(=O)=O)cc1 (stereo unspecified)	-1	2	-1	8	3	-9	10	7	5
CN1C(=O)CSc2ccc(NC(=O)N3CCN(c4ccccn4)CC3)cc21	3	6	-10	9	1	-6	4	6	1
COc1cccc(C2=NN(C(=O)CCCC(=O)O)C(c3cccs3)C2)c1 (stereo unspecified)	-2	0	7	0	0	0	-9	0	4
CCOC(=O)c1cc2ccc3ccccc3c2oc1=O	-6	0	5	8	4	-3	-3	-2	-4
CC(Sc1nnc(-c2cccs2)n1-c1ccccc1)C(=O)NCc1ccco1 (stereo unspecified)	-4	2	2	-1	-4	-3	-11	4	-4
COc1ccccc1CC(=O)N1CCN(C(=O)c2ccco2)CC1	-3	1	4	12	-4	2	-6	3	-1
CCOC(OCC)c1cn(Cc2ccc(C(=O)c3ccccc3)cc2)nn1	-1	6	-4	18	4	-6	0	5	20
COc1cccc(S(=O)(=O)N(C)C[C@H]2Oc3cc(Br)ccc3S(=O)(=O)N([C@@H](C)CO)C[C@H]2C)c1	-4	11	-2	-3	1	4	-7	11	-11

CHRM1 antagonist, what is marked active above
| SMILES | M1 ag | CHRM4 agonist | M1 PAM | M5 antag | CHRM5 agonist | CHRM1 antagonist | M4 antag |
| --- | --- | --- | --- | --- | --- | --- | --- |
| Cc1ccccc1C1(CCN2CCCCC2)CCOC(C)(C)C1 (stereo unspecified) | -13 | 0 | -26 | 26 | -8 | 52* | 18 |

Reprinted at random: two records from the list.
SMILES	M1 ag	CHRM4 agonist	M1 PAM	M5 antag	CHRM5 agonist	CHRM5 PAM	CHRM1 antagonist	TAAR1 ag	M4 antag
COc1cc(C(=O)Nc2ccc(N3CCN(C(=O)c4ccc(C)cc4)CC3)cc2)cc(OC)c1OC	-3	10	2	-5	0	-3	-2	3	-6
CCOC(OCC)c1cn(Cc2ccc(C(=O)c3ccccc3)cc2)nn1	-1	6	-4	18	4	-6	0	5	20

4 entries out of the list above, ordered by the value under M4 antag, low to high:
mol	M4 antag
COc1ccc(Cn2c(C3CC3)nc3ccc(NC(C)=O)cc3c2=O)cc1	-8
NS(=O)(=O)c1ccccc1NC(=S)Nc1ccccc1S(N)(=O)=O	-5
Cc1ccc2nc(SCC(=O)Nc3cc(C)on3)c(C)cc2c1	-3
CC(OC(=O)CN1C(=O)NC2(CCCC2)C1=O)C(=O)Nc1cccc(Cl)c1Cl (stereo unspecified)	-1

Some of the compounds tested, so the mix of outcomes need not match the whole.
